Screens from PubChem BioAssay.
TRPC4 agonist: activators of mouse TRPC4 channel; Q9QUQ5; HEK293 TRPC4beta/mu-opioid, Fluo4 calcium fluorescence; stronger effect = higher value; B-score at 10 µM; 0.49% of 310,000 active;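 active means B-score above 5 SD of library B-scores, and initial fluorescence ratio not above library mean plus 5 SD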;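 further: positive B-score marks a calcium rise read as TRPC4 activation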
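Technique: kinetic Fluo4 calcium fluorescence; Test system: TRPC4beta and mu-opioid receptor HEK293 stable cells; Measure: B-scored integrated calcium fluorescence ratio; Benchmarks: low control buffer alone, high control maximal DAMGO; Schedule: 45 min room-temperature Fluo4 loading, 110 s read.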
Dyrk1A ADPGlo: Dyrk1A (rat) kinase inhibition. Q63470. ADP-Glo luminescence, NFATc1 peptide. inhibition, % at 12.5 µM. 0.43% of 310,000 active; in the data active means inhibition above about 50%;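 further: plate controls were vehicle with enzyme for no effect and no enzyme for full effect; many of its hits are not listed in these tables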
hERG rescue: shields human hERG channel from block by proarrhythmic agents; AID 1511; 0.51% of 310,000 active; CHO-hERG, FluxOR thallium flux, dofetilide IC70 present; activation (rescue from dofetilide block), less the hit threshold, % at 10 µM; Q12809;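 active means activation above the mean of controls blocked by dofetilide plus 5 SD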;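 further: thallium influx through hERG after potassium depolarization seen as dye fluorescence rise; in these data hits start at about 4.7%; inactives centre near -7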
Target sequence (Q12809 whole entry, looked up): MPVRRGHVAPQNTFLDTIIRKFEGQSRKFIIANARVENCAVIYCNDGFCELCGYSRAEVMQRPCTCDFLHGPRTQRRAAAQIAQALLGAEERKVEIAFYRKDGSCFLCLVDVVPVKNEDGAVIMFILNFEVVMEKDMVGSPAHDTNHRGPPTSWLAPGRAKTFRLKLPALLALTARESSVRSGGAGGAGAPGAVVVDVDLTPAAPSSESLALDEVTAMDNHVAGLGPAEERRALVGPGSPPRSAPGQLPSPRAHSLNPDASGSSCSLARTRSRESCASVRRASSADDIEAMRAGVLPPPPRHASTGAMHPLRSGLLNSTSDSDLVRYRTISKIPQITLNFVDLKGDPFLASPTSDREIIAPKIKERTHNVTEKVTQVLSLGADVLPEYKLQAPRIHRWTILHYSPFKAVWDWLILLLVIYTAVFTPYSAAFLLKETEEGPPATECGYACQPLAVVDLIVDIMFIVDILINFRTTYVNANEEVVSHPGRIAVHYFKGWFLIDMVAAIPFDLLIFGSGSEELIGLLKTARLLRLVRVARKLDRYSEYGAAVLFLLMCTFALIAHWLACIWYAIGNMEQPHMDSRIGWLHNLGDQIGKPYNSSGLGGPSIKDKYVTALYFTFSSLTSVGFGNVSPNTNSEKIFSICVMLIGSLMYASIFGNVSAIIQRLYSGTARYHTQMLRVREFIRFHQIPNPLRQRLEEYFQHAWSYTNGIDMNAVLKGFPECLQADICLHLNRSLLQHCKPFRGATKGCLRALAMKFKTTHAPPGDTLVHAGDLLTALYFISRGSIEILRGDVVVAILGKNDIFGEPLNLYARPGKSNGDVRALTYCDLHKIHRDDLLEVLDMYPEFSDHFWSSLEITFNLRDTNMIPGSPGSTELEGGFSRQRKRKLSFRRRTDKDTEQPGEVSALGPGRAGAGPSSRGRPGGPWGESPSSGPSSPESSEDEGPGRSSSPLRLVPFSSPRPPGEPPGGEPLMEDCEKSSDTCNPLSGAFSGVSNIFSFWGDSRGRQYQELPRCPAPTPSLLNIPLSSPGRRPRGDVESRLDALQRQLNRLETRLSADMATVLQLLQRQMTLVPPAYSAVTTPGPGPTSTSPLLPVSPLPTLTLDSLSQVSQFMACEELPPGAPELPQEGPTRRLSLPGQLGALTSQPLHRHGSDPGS
TRPC4 PAM: allosterically enhances the mouse TRPC4 cation channel; HEK293 TRPC4beta/mu-opioid, DAMGO EC20, Fluo-4 Ca2+ flux; stronger effect = higher value; AID 2227; 0.42% of 310,000 active; B-score at 10 µM; Q9QUQ5;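 active means B-score of calcium response area above 5 SD of library B-scores, with initial fluorescence ratio within 5 SD of library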;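 further: B-score of integrated fluorescence ratio over time as area under calcium response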
KCNK9 block: inhibitors of human KCNK9 two-pore domain potassium channel. B-score at 10 µM. HEK293 KCNK9, FluxOR thallium flux fluorescence; stronger effect = lower value. Q9NPC2. 1.2% of 310,000 active;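 active means ratio B-score over 3 SD below the library mean, with starting fluorescence within 5 SD of its mean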;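 further: negative B-score means less thallium flux so channel inhibition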
TRPC4 inh: inhibitors of mouse TRPC4 channel; B-score at 10 µM; 0.39% of 300,000 active; AID 2247; Q9QUQ5; HEK293 TRPC4beta/mu-opioid, DAMGO-evoked Fluo4 calcium flux; stronger effect = lower value;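 active means B-score over 3 SD under the library average, no early fluorescence shift, positive overall ratio signal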
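Material: HEK293 cells with stable TRPC4beta plus mu-opioid receptor expression; probe or stimulus: DAMGO in two steps, submaximal then maximal; technique: Fluo4 calcium fluorescence by kinetic imaging, 5 s 1 Hz baseline; measure: integrated fluorescence ratio relative to baseline, converted to per-well B score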
KCNQ1 pot: potentiates or activates the human KCNQ1 potassium channel; CHO-K1 KCNQ1, thallium flux FluxOR fluorescence; stronger effect = higher value; B-score at 10 µM; 0.35% of 310,000 active; AID 2648;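 active means fluorescence ratio B-score, a plate-corrected score, at least three library SD, with initial intensity B-score within 5 SD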
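assay system = KCNQ1-transfected CHO-K1 cells | medium = assay buffer with matched DMSO | probe or stimulus = depolarizing K+/Tl+ stimulus, K2SO4 and Tl2SO4 each 12.5 mM in 5x stock | dosing = single dose | incubation = dye 90 min, compound 20 min, room temperature | detection = kinetic FluxOR fluorescence, 10 s baseline plus 110 s post-stimulus | evaluation = ratio B score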
KCNK3 inh: human KCNK3 channel inhibition, primary screen; 0.84% of 340,000 active; AID 602410; O14649; CHO-KCNK3 thallium flux, FluxOR fluorescence; stronger effect = lower value; B-score at 10 µM;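 active means B-score under library mean minus 4 SD, starting fluorescence ratio at most library mean plus 5 SD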;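 further: more negative B-score means stronger inhibition of thallium flux through KCNK3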
PolyA inh: yeast polyadenylation inhibition; S. cerevisiae SKY197-pL101 polyadenylation reporter, beta-gal luminescence; efflux-impaired pdr1/pdr3 knockout yeast; score 100 = 6 SD above DMSO; calls only at 12 µM; 0.02% of 300,000 active; AID 1875;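 active means lowest replicate activity score at least 50, where 100 means six control SD above control mean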;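 further: yeast exposed to compound for 9 h at 30 °C; higher score means more reporter readthrough which indicates perturbed polyadenylation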
KCNQ1 inh: human KCNQ1 channel inhibition | 1.3% of 310,000 active | B-score at 10 µM | CHO-K1 KCNQ1, FluxOR thallium flux fluorescence; stronger effect = higher value | P51787 | AID 2642;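 active means compounds whose thallium flux B-score, printed positive for inhibition, exceeds three library SD while starting fluorescence stays within three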;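 further: channel opened by potassium depolarization with thallium stimulus after 20 min compound exposure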
Platelet DG rel: platelet dense granule release activity; 0.22% of 300,000 active; inhibition, %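 (compounds screened at 7.5 µM in platelet-rich plasma)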; human platelet-rich plasma, SFLLRN dense granule ATP release, luminescence;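 active means mean replicate score, as percent of positive control, at or above 50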
Active calls of the source: *; i = inactive; / = not tested or not shown.

SMILES,TRPC4 agonist,Dyrk1A ADPGlo,hERG rescue,TRPC4 PAM,KCNK9 block,TRPC4 inh,KCNQ1 pot,KCNK3 inh,PolyA inh,KCNQ1 inh,Platelet DG rel
Cc1ccc(C(=O)O/N=C(\N)c2ccc(Br)cc2)cc1,i,-6,-7,i,i,i,i,i,i,i,0
O=C(CCCOc1ccc(Cl)cc1Cl)n1nnc2ccccc21,i,-2,-1,i,i,i,i,i,i,i,-3
CN(C)CC(=O)Nc1ccc2cn[nH]c2c1,i,6,-8,i,i,i,i,i,i,i,2
CC(=O)OCc1cc(-c2nn(C)c(=O)c3ccccc23)ccc1C,i,9,-5,i,i,i,i,i,i,i,-3
C=CCn1c(NC(=O)c2ccc(C)cc2)nc2ccccc21,i,-2,-4,i,i,i,i,i,i,i,14
COc1ccc(S(=O)(=O)Nc2ccc(C)cc2)cc1N(C)S(=O)(=O)c1ccc(Cl)cc1,i,2,-8,i,i,i,i,i,i,i,9
O=C(CNC(=O)c1ccc(Cl)cc1)N/N=C/c1cccnc1,i,-4,-2,i,i,i,i,i,i,i,10
CCOc1ccc(CNC(=O)CCS(=O)(=O)c2ccc3c(c2)NC(=O)CO3)cc1OC,i,-3,-7,i,i,i,i,i,i,i,5
CCn1c(C)c(C)c2cc(C(=O)NC3CCCCCC3)ccc21,i,2,-7,i,i,i,i,i,i,i,-3
NC(=O)COc1ccccc1/C=C1/SC(=O)N(CC(=O)N2CCc3ccccc3C2)C1=O,i,-2,-10,i,i,i,i,i,i,i,-1
COC(=O)c1cc(S(=O)(=O)NCC2CCN(CCc3ccc(OC)cc3)CC2)cn1C,i,-3,-5,i,i,i,i,i,i,i,12
Clc1ccc(SCCOCCN2CCCCCC2)cc1,i,-5,-5,i,i,i,i,i,i,i,0
Cc1ccc[n+](CC(=O)c2ccc(NC(=O)c3ccccc3)cc2)c1,i,7,-8,i,i,i,i,i,i,i,-7
Cc1ccccc1OCc1nc(-c2ccc(Br)o2)no1,i,2,-2,i,i,i,i,-12*,i,i,13
O=C(O)c1ccc(NS(=O)(=O)c2ccc(N3C(=O)CCC3=O)cc2)cc1,i,-4,-3,i,i,i,i,i,i,i,-2

Structures above containing an aryl methoxy group:
SMILES,TRPC4 agonist,Dyrk1A ADPGlo,hERG rescue,TRPC4 PAM,KCNK9 block,TRPC4 inh,KCNQ1 pot,KCNK3 inh,PolyA inh,KCNQ1 inh,Platelet DG rel
COc1ccc(S(=O)(=O)Nc2ccc(C)cc2)cc1N(C)S(=O)(=O)c1ccc(Cl)cc1,i,2,-8,i,i,i,i,i,i,i,9
CCOc1ccc(CNC(=O)CCS(=O)(=O)c2ccc3c(c2)NC(=O)CO3)cc1OC,i,-3,-7,i,i,i,i,i,i,i,5
COC(=O)c1cc(S(=O)(=O)NCC2CCN(CCc3ccc(OC)cc3)CC2)cn1C,i,-3,-5,i,i,i,i,i,i,i,12

Carrying on:
SMILES,TRPC4 agonist,Dyrk1A ADPGlo,hERG rescue,TRPC4 PAM,KCNK9 block,TRPC4 inh,KCNQ1 pot,KCNK3 inh,PolyA inh,KCNQ1 inh,Platelet DG rel
CSc1c(CC(=O)Nc2ccc(F)cc2)n(Cc2ccccc2)c2ccccc12,i,5,-6,i,i,i,i,i,i,i,8
O=C(Cn1c(=O)oc2cc(S(=O)(=O)N3CCCC3)ccc21)N1CCN(c2ccccn2)CC1,i,-1,-2,i,i,i,i,i,i,i,35
O=C(CSc1cccc[n+]1[O-])C12CC3CC(CC(C3)C1)C2,i,/,-6,i,i,i,i,i,i,i,-3
Cc1oc2c(cc(NS(=O)(=O)c3ccc(C(C)C)cc3)c3ccccc32)c1C(=O)O,i,-2,-10,i,i,i,i,i,i,9*,5
Cc1ccc(S(=O)(=O)N2CCN(C(=O)c3nn(C(C)C)c(=O)c4ccccc34)CC2)cc1C,i,4,-23,i,i,i,i,i,i,i,0
O=C(NS(=O)(=O)c1ccc(Cl)s1)c1ccccc1,i,3,-3,i,i,i,i,i,i,i,0
CN(C(=O)COC(=O)c1ccc(=O)n(Cc2ccccc2)n1)C1CCS(=O)(=O)C1 (stereo unspecified),i,-6,-12,i,i,i,i,i,i,i,4
Cn1c(SCC(=O)NNC(=O)Nc2ccccc2)nnc1-c1ccccc1,i,/,-7,i,i,i,i,i,i,i,1
Cc1cccc(CN2CCC(n3nccc3NC(=O)c3ccccc3C)CC2)n1,i,-4,-12,i,i,i,i,i,i,i,16
O=S(=O)(c1cccs1)N1CCN(c2ccc(O)cc2)CC1,i,-3,-6,i,i,i,i,i,i,i,-1
O=C(NC(=S)Nc1ccc(Cc2ccncc2)cc1)c1ccc(F)cc1,i,0,-1,i,i,i,i,i,i,i,-9
COc1ccc(CCNC(=O)c2cc(-c3ccccc3)c(N3CCOCC3)s2)cc1OC,i,-3,-23,i,i,i,i,i,/,i,4
O=C(c1ccc2c(c1)OCCO2)N1CCCC(CNS(=O)(=O)c2cccs2)C1 (stereo unspecified),i,3,-5,i,i,i,i,i,i,i,3
Cc1ccc(-n2nnnc2SCC(=O)NC(=O)Nc2ccc3c(c2)OCCO3)cc1,i,2,1,i,i,i,i,i,i,i,0
COCCn1c(SCC(=O)Nc2ccc(S(=O)(=O)N3CCOCC3)cc2)nc2ccccc21,i,-6,-21,31*,i,i,i,i,i,i,0

New compounds follow.
SMILES,TRPC4 agonist,Dyrk1A ADPGlo,hERG rescue,TRPC4 PAM,KCNK9 block,TRPC4 inh,KCNQ1 pot,KCNK3 inh,PolyA inh,KCNQ1 inh,Platelet DG rel
Cn1ccnc1Sc1ccc(/C=N/NC(=O)c2ccccc2O)cc1[N+](=O)[O-],i,4,-5,i,i,i,i,i,i,i,7
O=Cc1ccc(C(=O)OCC(=O)NCCC2=CCCCC2)cc1,i,3,-11,i,i,i,i,i,i,i,12
CCCc1cc(=O)oc2c3c(cc(OCC(=O)NCc4ccccn4)c12)OC(C)(C)CC3,i,0,-24,i,i,i,i,i,i,i,0
O=C(C1CCCO1)N1CCN(c2ncccn2)CC1 (stereo unspecified),i,5,-4,i,i,i,i,i,i,i,-4
COc1ccc(C(=O)Nc2ccccn2)cc1S(=O)(=O)N1CCOCC1,i,3,-8,i,i,i,i,i,i,i,25
CC(C)c1nc(SCC(=O)Nc2ccc(N(C)C)cc2)c2ccccc2n1,i,/,-12,i,i,i,i,i,i,i,-2
O=C(CN1CCOCC1)N/N=C/c1ccc(-c2ccc(C(=O)O)cc2)o1,i,3,-8,i,i,i,i,i,i,i,-8
CC(=O)Nc1ccc(S(=O)(=O)N2CCCN(c3nc(C)cc(C)c3C#N)CC2)cc1,i,-3,-10,i,i,i,i,i,i,i,-8
COc1ccc(CN(C)CC(=O)Nc2ccccc2C(F)(F)F)c(OC)c1,i,-5,-6,i,i,i,i,i,i,i,-12
O=C(Nc1ccc(N2CCOCC2)cc1)C1(S(=O)(=O)c2ccccc2)CC1,i,-7,-16,i,i,i,i,i,i,i,0
CCCSCCCNC(=O)Cn1cc2c(n1)CCC(C)C2 (stereo unspecified),i,15,-7,i,i,i,i,i,i,i,2
CC(=O)[C@H]1[C@H](c2cccc(Cl)c2)C(C#N)(C#N)[C@@H]2c3ccccc3C=CN21,i,/,-7,i,i,i,i,/,/,i,8
COc1ccccc1C(=O)N1C(CC(=O)Nc2ccc(C)c(C)c2)C(=O)NC2CCCCC21 (stereo unspecified),i,7,-15,i,i,i,i,i,i,i,7
Cc1onc(-c2ccccc2)c1-c1ccnn1C(=O)NC(C)C,i,23,-3,i,i,i,i,i,i,i,3
Cc1cc(C)c(C)c(S(=O)(=O)NCc2ccc(C(=O)NCC3CCCO3)cc2)c1C (stereo unspecified),i,-2,-7,i,i,i,i,i,i,i,2

Following part:
SMILES,TRPC4 agonist,Dyrk1A ADPGlo,hERG rescue,TRPC4 PAM,KCNK9 block,TRPC4 inh,KCNQ1 pot,KCNK3 inh,PolyA inh,KCNQ1 inh,Platelet DG rel
O=C(Oc1cccc(NC2=NS(=O)(=O)c3ccccc32)c1)c1ccncc1,i,2,-9,i,i,i,i,i,i,i,-1
CCCn1c(=N)n(CC(=O)c2ccco2)c2ccccc21,i,4,-7,i,i,/,i,i,i,i,-11
CC(=O)Nc1ccc(NC(=O)C2CCCN2S(=O)(=O)c2cccc(C(F)(F)F)c2)cc1 (stereo unspecified),i,-4,-10,i,i,i,i,i,i,i,-2
c1ccc(CN(Cc2ccccc2)c2nn[nH]n2)cc1,i,0,-2,i,i,i,i,i,i,i,0
O=C(NCc1ccc2c(c1)OCO2)c1ccc(CS(=O)Cc2ccc(Cl)cc2)o1 (stereo unspecified),i,6,-7,i,i,i,i,i,i,i,-47
COC(=O)c1ccc(C2C(C(C)=O)=C(C)Nc3ncnn32)cc1 (stereo unspecified),i,2,-6,i,i,i,i,i,i,i,20
COc1ccc(C=O)cc1Cn1c(C)cc(C)c(C#N)c1=O,i,-7,-7,i,i,i,i,i,i,i,11
COc1ccc(OC)c(NC(=O)c2ccc(NC3=NC4CS(=O)(=O)CC4S3)cc2)c1 (stereo unspecified),i,0,-11,i,i,i,i,i,i,i,0
COc1ccc(NC2=CC(=O)CC(c3ccc(C)cc3)C2)c(OC)c1 (stereo unspecified),i,6,-5,i,i,i,i,i,i,i,-4
Cc1nc2ccccc2c(=O)n1/N=C/c1ccc(OC(F)F)cc1,i,-3,-4,i,i,i,i,i,i,i,-1
CC(C)Oc1cccc(C(=O)NC(=S)Nc2ccc(N3CCN(C)CC3)cc2)c1,i,/,-16,16*,i,i,i,i,i,i,1
Cc1ccc(/C(N)=N/OC(=O)C23CC4CC(CC(C4)C2)C3)cc1,i,-1,-13,i,i,i,i,i,i,i,0
O=C(c1ccncc1)N1CCN(C(=O)c2cccs2)CC1,i,-2,-2,i,i,i,i,i,i,i,1
O=C(CC12CC3CC(CC(C3)C1)C2)Nc1c(F)cccc1F,i,1,-2,i,i,i,i,i,i,i,4
C=C1CCN(C(C)C(=O)O)S(=O)(=O)c2ccccc21 (stereo unspecified),i,-5,-8,i,i,i,i,i,i,i,-11
CCCc1cc(=O)oc2c3c(cc(OCC(=O)NCCN4CCOCC4)c12)OC(C)(C)CC3,i,8,-8,i,i,i,i,i,i,i,-5
COCCN(C(=O)CSc1nc(N)cc(=O)[nH]1)c1c(N)n(Cc2ccccc2)c(=O)[nH]c1=O,i,12,-12,i,i,i,i,i,i,i,0

Only part of the results is shown; rates above refer to the full screens.
